# 5-HT1A blocker: 5-HT1a (human) receptor antagonism; CHO 5-HT1a Ga15 NFAT-bla reporter, antagonist mode; 0.68% of 62,000 active; AID 612; inhibition, % at 10 µM;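 active means inhibition above the mean of all tested compounds plus 3 SD, cut at about 43% in these data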;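 further: receptor stimulated by 5-CT agonist at 100 nM near EC80; beta-lactamase reporter measured by ratiometric fluorescence of a cleavable substrate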
# Target sequence (P08908 whole entry, looked up): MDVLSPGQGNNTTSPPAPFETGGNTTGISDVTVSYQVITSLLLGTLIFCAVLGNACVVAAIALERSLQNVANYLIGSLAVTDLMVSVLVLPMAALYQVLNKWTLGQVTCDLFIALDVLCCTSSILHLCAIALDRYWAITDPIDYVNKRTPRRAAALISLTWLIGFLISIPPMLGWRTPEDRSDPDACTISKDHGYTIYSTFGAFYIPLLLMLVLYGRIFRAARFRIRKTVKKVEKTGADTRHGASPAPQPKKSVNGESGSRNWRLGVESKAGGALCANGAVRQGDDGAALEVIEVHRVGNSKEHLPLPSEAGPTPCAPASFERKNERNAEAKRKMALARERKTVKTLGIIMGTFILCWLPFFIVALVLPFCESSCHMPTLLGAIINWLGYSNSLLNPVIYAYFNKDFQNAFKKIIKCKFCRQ
# S1P1 ag-PAM: agonists and agonism potentiators of human S1P1 receptor; activation, % at 9.5 µM; AID 449; S1P1 CRE-bla cells, forskolin, beta-lactamase FRET, potentiator mode; S1P1 agonist co-added at EC20, 2 nM; 100% = saturating reference agonist, 0% = basal; 0.57% of 56,000 active; P21453;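 active means activation above a cutoff set at the mean activation of all tested compounds plus 3 SD, cut at about 54% in these data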;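 further: forskolin at 4 µM as EC80 and the EC20 agonist is SEW2871; 100% = SEW2871 at its EC100 plus forskolin at EC80; some compounds past the cut are filed as inactive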
# S1P3 ag: S1P3 (human) receptor agonism; 0.1% of 60,000 active; AID 373; Q99500; activation, % at 4.5 µM; S1P3 NFAT-BLA reporter cells, FRET ratio; relative to 1 µM S1P, basal subtracted;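 active means activation above the screen-wide mean plus 3 SD, cut at about 4.5% in these data, passing the limit was not always enough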; further: some compounds called inactive have numbers as strong as hits
#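 Benchmarks: high control 1 µM S1P / System: stable CHO line with human S1P3, Gα16, NFAT-BLA reporter / Dosing: single compound concentration, 4.5 µM final / Timing: 4 h compound at 37 °C, 2 h substrate at RT / Measured by: FRET β-lactamase substrate fluorescence, excitation 405 nm, 460/535 nm emission ratio, background-subtracted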
# M1 antag: antagonists of rat M1 muscarinic receptor | B-score at 10 µM | CHO-M1 cells, Fluo-4 calcium, ACh EC80 antagonist mode; stronger effect = lower value | P08482 | 3.4% of 64,000 active | AID 628;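 active means calcium fluorescence response, raw or row-and-column corrected B-score, differing from the plate sample mean either way at a set confidence level, mostly lower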
# Target sequence (P08482 whole entry, looked up): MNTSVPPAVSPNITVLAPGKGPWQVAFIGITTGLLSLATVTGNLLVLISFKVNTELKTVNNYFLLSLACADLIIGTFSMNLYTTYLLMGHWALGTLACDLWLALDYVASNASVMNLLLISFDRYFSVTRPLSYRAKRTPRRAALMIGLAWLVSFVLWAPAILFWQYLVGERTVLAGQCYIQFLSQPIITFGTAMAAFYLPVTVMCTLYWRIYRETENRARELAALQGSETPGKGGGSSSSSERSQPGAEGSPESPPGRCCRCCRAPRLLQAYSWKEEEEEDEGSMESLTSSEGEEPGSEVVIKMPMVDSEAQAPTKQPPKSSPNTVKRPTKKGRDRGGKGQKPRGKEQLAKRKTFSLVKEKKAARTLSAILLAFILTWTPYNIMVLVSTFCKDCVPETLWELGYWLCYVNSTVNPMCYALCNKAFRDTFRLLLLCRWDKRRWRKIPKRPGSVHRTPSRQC
# Jurkat tox 60K: cytotoxic compounds reducing Jurkat cell viability; Jurkat E6.1 viability, ATP luminescence, 48 h; 1.2% of 56,000 active; inhibition, % at 4 µM; AID 463;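 active means inhibition above the mean inhibition of all tested compounds plus 3 SD, cut at about 28% in these data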
# M1 agonist: M1 muscarinic receptor agonism; CHO-M1 cells, Fluo-4 calcium fluorescence, agonist mode; stronger effect = higher value; B-score at 10 µM; 3% of 64,000 active;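 active means fluorescence rise, raw or as B-score row- and column-corrected plate score, outside the 99.7% band of its plate's samples, either direction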
# 5HT1E ag: agonists of human 5-HT1E serotonin receptor. P28566. CHO 5-HT1E Ga15 NFAT-bla reporter, FRET; 0% DMSO wells, 100% control agonist wells. activation, % at 6 µM. 0.69% of 65,000 active;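 active means activation above a set limit, the screen-wide mean activation plus 3 SD, cut at about 8.5% in these data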;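 further: 100% = positive control agonist at 1 µM giving full maximal response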
# HTR1A agonist: agonists of human 5-HT1a serotonin receptor | P08908 | CHO 5-HT1a Ga15 NFAT-bla reporter, FRET ratio; 0% basal, 100% maximal reference agonist | activation, % at 10 µM | 0.56% of 65,000 active;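 active means activation above the screen-wide mean activation plus 3 SD, cut at about 19% in these data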;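 further: 0% = DMSO wells and 100% = 5-CT at EC100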
# HTR1E antagonist: antagonists of human 5-HT1E serotonin receptor; P28566; CHO 5-HT1E Ga15 NFAT-bla reporter, FRET, antagonist; inhibition, % at 6 µM; 0.99% of 65,000 active; AID 571;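 active means inhibition above a set limit, the mean inhibition across every tested compound plus 3 SD, cut at about 29% in these data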;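 further: signal is the 460 over 535 nm emission ratio of beta-lactamase substrate; 0% = agonist plus DMSO wells and 100% = wells without agonist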
# * hit, by the source's call; . = not tested or not shown.
SMILES,5-HT1A blocker,S1P1 ag-PAM,S1P3 ag,M1 antag,Jurkat tox 60K,M1 agonist,5HT1E ag,HTR1A agonist,HTR1E antagonist
COc1ccccc1NC(=O)CC1C(=O)Nc2c1c(=O)n(C)c(=O)n2C (configuration not stated),12,-17,-1.0,-0.27,11,0.79,-0.1,1.5,1
COCN(C#N)c1nc(OC)nc(OC)n1,-1,-19,-0.6,-0.34,-4,-0.58,-0.8,-3.5,-1
COc1cccc(-n2nnnc2SCC(=O)N2CCCc3ccccc32)c1,4,12,0.0,-1,10,-0.0044,-1.1,-3.8,-1
O=C(CCC(=O)OCC(F)(F)C(F)F)NCc1ccccc1,-9,-10,-0.2,0.53,-10,-1.5,-0.1,-0.2,-2
O=C1C=C(NC2CC2)C2(CCCCC2)O1,-6,-8,-0.4,0.5,3,-0.086,-0.6,-3.0,2
C=CCN(CC=C)C(=O)C1CCC(C(=O)N(CC=C)CC=C)CC1 (configuration not stated),7,6,-0.4,-0.94,-4,-0.52,0.7,-3.4,7
CCN(CC(=O)NC(C)C)C(=O)c1ccc(S(=O)(=O)N(C)c2ccccc2OC)cc1,-3,-4,-0.3,-0.0065,-2,1.4,1.0,2.4,-4
O=S(=O)(c1ccc(NC2CCCCC2)cc1)N1CCOCC1,-22,11,-1.0,-0.34,15,-0.4,-0.8,11,3
COCCNC(=O)C1CCCN(c2ncccn2)C1 (configuration not stated),-8,-1,0.2,0.28,3,0.51,0.3,-4.6,-5
O=C(CCc1ccccc1)Nc1ccc(NC(=O)c2ccco2)cc1,2,.,-1.3,-0.014,-3,0.076,-0.8,-1.0,3
Cc1cc(Nc2nnnn2-c2ccccc2)n(-c2ccc(Cl)cc2)n1,29,44,-1.6,0.033,12,-1.7,-0.8,-2.6,15
O=C(NCc1ccc(Cl)cc1)C1C2C=CC3(CN(Cc4cccnc4)C(=O)C13)O2 (configuration not stated),-4,.,.,0.18,.,1,0.8,-0.7,11
Cc1cc(C)nc(SCC(=O)Nc2ccc(Br)cn2)n1,10,-16,-0.9,0.047,-6,0.25,-0.5,0.5,4
CCOC(=O)c1nc(N)c(C(=O)OCC)[nH]1,.,3,-3.4,0.98,.,-0.13,-2.5,4.0,13
Cc1c(-c2ccccc2)nc(N)c(C#N)c1-c1ccco1,-2,-81,0.3,-0.16,1,0.091,0.3,17,31*
CCOc1ccc(-c2cnc(SCC(N)=O)nc2N)cc1,-17,-7,-0.1,0.47,-6,-0.013,0.9,-3.0,-12
CCn1c(SCc2ccc(C(=O)OC)o2)nc2sc3c(c2c1=O)CCCC3,6,-17,0.2,0.41,1,-0.39,9.3*,-1.8,-11
Cn1c(/C(C#N)=C(\O)c2ccc(S(=O)(=O)N3CCCCC3)cc2)nc2ccccc21,0,5,0.0,.,0,.,0.1,-3.5,1
Cc1ccccc1N1CCN(Cc2cccc(C(=O)O)c2)CC1,8,-6,-0.8,0.89,-2,-0.052,22*,-0.4,4
COc1ccc(Oc2nc3c(c(=O)n(C)c(=O)n3C)n2Cc2cccc(OC)c2)cc1,.,3,0.2,-0.005,.,-0.77,0.1,1.6,-10
CCCOn1c(OCC(C)C)nc2ccccc2c1=O,4,4,-0.5,-0.0034,-2,0.15,-0.5,0.6,-5
Cc1nc2ccccn2c1P(=O)(N1CCCCC1)N1CCCCC1,14,0,-0.5,0.98,7,-0.041,-0.9,-2.2,3
CN1CCCC(OC(=O)c2cc(Br)ccc2Cl)C1 (configuration not stated),2,27,-1.1,-6.6*,-1,-0.014,-0.2,-1.2,-1
CN(CC(=O)NCCN1CCCCCC1)S(=O)(=O)c1cccc2nsnc12,0,1,-1.0,0.58,-2,0.39,0.0,-0.8,-1
Cc1ccc(S(=O)(=O)NC2(C(F)(F)F)C(=O)Nc3c2c(=O)n(C)c(=O)n3C)cc1 (configuration not stated),-7,.,0.8,-0.64,-8,0.055,0.2,-1.9,-2
CN(C)C(CNC(=O)C1CCCN(C(=O)c2ccc(Cl)cc2)C1)c1ccco1 (configuration not stated),12,-9,0.5,-3.6*,0,-0.016,-0.2,-2.4,4
COc1ccccc1OCC(=O)NCC1CCCCC1,-9,0,0.8,-0.12,2,0.14,0.0,-0.7,-1
CCC(C)NC(=O)COc1ccc(S(=O)(=O)N2CCOCC2)cc1 (configuration not stated),-9,-1,-0.6,0.97,8,0.11,-0.7,-1.2,3
Nc1n[nH]c2c1C1(CCCCC1)Cc1ccccc1-2,1,7,-0.1,-0.53,-1,0.029,-1.0,-2.5,2
O=C(CCN1C(=O)COc2ccccc21)NCCN1CCN(c2cccc(Cl)c2)CC1,33,13,-1.0,-0.19,5,-1.8,9.6*,2.5,7
CCc1ccc(C2CC(c3ccc(Cl)cc3)n3nc(N)nc3N2)cc1 (configuration not stated),0,-10,0.0,0.3,-5,-0.68,0.6,0.9,-4
Cc1oc(/N=C/c2ccc(Cl)cc2)c(C#N)c1C,9,-13,-1.5,0.2,11,-1.1,0.0,0.3,8
O=C(OCC(=O)c1cccs1)c1ccccc1,-7,3,-2.0,.,3,.,-0.4,1.9,0
CN(C#N)c1nc(N2CCOCC2)nc(N2CCOCC2)n1,-1,-10,-0.3,0.14,-2,0.91,-1.0,-0.6,0
COc1cccc(-c2cc(C(=O)NCc3ccc(Cl)cc3)no2)c1,17,8,-0.4,1.3,-10,-1.1,0.1,-2.8,-6
CCCC(CCC)n1[nH]c(=O)c2c(C)cc(C)nc21,-6,9,-0.9,0.69,1,0.56,-0.8,-0.3,-3
CCS(=O)(=O)N1CCC(NC(=O)C2CCCCC2)CC1,23,-1,-1.2,0.0064,-2,1.4,-1.6,-2.5,-9
CCOC(=O)N1CCC(N2Cc3cccc(C(=O)Nc4ccc(OC)c(OC)c4)c3C2=O)CC1,-19,-16,0.1,-4*,-2,9*,0.3,4.0,23
CSc1nc2ccccc2n1CC(=O)Nc1c(C)n(C)n(-c2ccccc2)c1=O,2,-29,-0.2,0.79,0,-1.7,1.4,-2.7,-18
COc1ccc(OCCCN2CCCC(C)C2)cc1 (configuration not stated),2,.,-0.7,-1.6,1,0.77,-0.7,-0.8,-3
O=C(CSc1nc2cc(S(=O)(=O)N3CCOCC3)ccc2o1)NC1CCCc2ccccc21 (configuration not stated),-7,-4,0.5,-1.1,-2,0.13,0.3,-1.5,0
CC(C)(C)c1ccccc1NC(=O)c1ccco1,2,-22,-1.0,-0.15,-4,0.017,0.3,-3.2,1
OCc1nn2c(c1Br)NC(c1ccccc1)CC2C(F)(F)F (configuration not stated),20,-4,-0.9,-0.24,6,0.063,-0.8,2.6,4
COc1ccc(NC(=O)c2cc3ccccn3n2)cc1,8,-7,0.3,-0.15,3,0.54,0.1,-2.1,-4
COc1ccc(Br)c(C(=O)Nn2c(C)nc3ccccc3c2=O)c1,-2,-32,-0.7,-0.016,7,-0.033,-0.6,-3.6,3
CCCCn1c(SCC(=O)N2CCCc3ccccc32)nc2c1c(=O)n(C)c(=O)n2C,-6,-17,0.1,-0.034,-1,9.7*,0.1,1.5,1
O=C(OCCN1CCCC1)C1(c2ccccc2)CCCC1,-2,-8,-0.4,-15*,-3,0.26,0.8,0.7,-5
CN1CCN(C(=O)c2ccc(NS(=O)(=O)c3ccccc3)cc2)CC1,-5,-9,-0.2,-1,.,-0.4,-0.1,1.4,-7
COC(=O)Nc1ccc(OCc2ccccc2)cc1,13,12,-0.7,0.19,9,-0.24,-1.1,-1.6,-2
CCOc1ccc(S(=O)(=O)NCc2ccco2)c2ccccc12,9,-23,0.0,-0.46,-1,-0.14,-1.0,-3.0,7

# Six entries drawn at random from the list so far, as already listed:
SMILES,5-HT1A blocker,S1P1 ag-PAM,S1P3 ag,M1 antag,Jurkat tox 60K,M1 agonist,5HT1E ag,HTR1A agonist,HTR1E antagonist
COC(=O)Nc1ccc(OCc2ccccc2)cc1,13,12,-0.7,0.19,9,-0.24,-1.1,-1.6,-2
CC(C)(C)c1ccccc1NC(=O)c1ccco1,2,-22,-1.0,-0.15,-4,0.017,0.3,-3.2,1
OCc1nn2c(c1Br)NC(c1ccccc1)CC2C(F)(F)F (configuration not stated),20,-4,-0.9,-0.24,6,0.063,-0.8,2.6,4
COc1ccc(Br)c(C(=O)Nn2c(C)nc3ccccc3c2=O)c1,-2,-32,-0.7,-0.016,7,-0.033,-0.6,-3.6,3
O=C(OCCN1CCCC1)C1(c2ccccc2)CCCC1,-2,-8,-0.4,-15*,-3,0.26,0.8,0.7,-5
O=C(CSc1nc2cc(S(=O)(=O)N3CCOCC3)ccc2o1)NC1CCCc2ccccc21 (configuration not stated),-7,-4,0.5,-1.1,-2,0.13,0.3,-1.5,0

# Part of the list above, reduced to Jurkat tox 60K and M1 antag.
SMILES	Jurkat tox 60K	M1 antag
O=C(OCCN1CCCC1)C1(c2ccccc2)CCCC1	-3	-15*
CN1CCN(C(=O)c2ccc(NS(=O)(=O)c3ccccc3)cc2)CC1	.	-1
COC(=O)Nc1ccc(OCc2ccccc2)cc1	9	0.19
CCOc1ccc(S(=O)(=O)NCc2ccco2)c2ccccc12	-1	-0.46

# (listing goes on)
SMILES,5-HT1A blocker,S1P1 ag-PAM,S1P3 ag,M1 antag,Jurkat tox 60K,M1 agonist,5HT1E ag,HTR1A agonist,HTR1E antagonist
CCOc1ccc(-n2c(Cc3cc(=O)[nH]c(=O)[nH]3)nnc2SCC(=O)NC2CCCC2)cc1,5,-6,-0.5,0.081,3,0.0065,-0.3,0.7,-5
CC1CCN(C(=O)CCNS(=O)(=O)c2ccccc2)CC1,5,8,-0.8,-0.16,-6,0.0029,0.0,-2.8,11
CCOC(=O)Nc1ccc(C(=O)NCC2CCCO2)cc1 (configuration not stated),-9,8,0.1,-1.8,1,-1,0.3,-0.1,7
COc1cccc(-c2cc3nc(-c4ccccc4)cc(N4CCC5(CC4)OCCO5)n3n2)c1,2,.,.,0.068,.,0.57,0.3,1.4,17
O=C(CSc1nc2c(c(=O)n1-c1ccc(Cl)cc1)SCC2)Nc1ccc2c(c1)OCCO2,-5,17,-1.5,0.075,-2,0.31,2.0,3.8,-15

# Bioassay records deposited in PubChem by several laboratories.
